Source: PubChem
HMGR II inh: inhibitors of class II HMG-CoA reductase from Enterococcus faecalis | inhibition, % at 10 µM | hit rate 0.41% among 190,000 | purified E. faecalis HMGR, NADPH absorbance 340 nm kinetic | AID 1066;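 active means inhibition above a set limit, the median over all tested compounds plus 3 SD, cut at about 9.5% in these data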;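 further: enzyme runs in reverse so mevalonate oxidation gives rising NADPH absorbance; 0% = complete reaction with DMSO and 100% = background rate lacking mevalonate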
TNAP inh no acc: TNAP (human) inhibition, acceptor-free conditions; inhibition, % at 20 µM; P05186; hit rate 0.26% among 200,000; AID 1012; purified TNAP, CDP-star luminescence, 30 min;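 active means tissue-nonspecific alkaline phosphatase inhibition above about 50% at 20 µM in the single-dose screen, limit read from the data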;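 further: 0% = DMSO negative control and 100% = EDTA positive control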
PMI act hi M6P: increases human PMI activity with near-saturating mannose 6-phosphate; P34949; AID 1216; activation factor at 20 µM; coupled PMI enzyme assay, resazurin fluorescence, 20 min; hits give high values; 1 = untreated enzyme, 0 = substrate-free blank; hit rate 0.34% among 190,000;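 active means activation factor of 2 or more at 20 µM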
Target sequence (P34949 whole entry, looked up): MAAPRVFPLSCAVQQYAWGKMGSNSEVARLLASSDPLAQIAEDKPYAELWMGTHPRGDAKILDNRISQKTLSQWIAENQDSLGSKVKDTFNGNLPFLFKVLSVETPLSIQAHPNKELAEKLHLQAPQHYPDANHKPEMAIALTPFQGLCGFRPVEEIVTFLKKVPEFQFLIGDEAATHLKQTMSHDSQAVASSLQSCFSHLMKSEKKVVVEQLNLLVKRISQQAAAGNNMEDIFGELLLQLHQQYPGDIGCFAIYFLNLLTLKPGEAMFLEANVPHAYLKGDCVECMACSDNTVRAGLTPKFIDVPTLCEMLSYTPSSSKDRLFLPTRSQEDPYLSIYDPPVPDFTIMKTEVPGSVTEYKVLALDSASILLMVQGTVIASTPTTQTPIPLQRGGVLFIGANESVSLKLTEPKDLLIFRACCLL
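Material: human phosphomannose isomerase with PGI, G6PDH, diaphorase coupling enzymes; amount: PMI at 15 ng/mL final; also added: Mannose-6-phosphate 1.0 mM (near-saturating) plus 0.22 mM NADP+; incubation: enzyme reaction with compound 20 min at room temperature; signal: resorufin fluorescence (Ex 544/Em 590 nm) from resazurin via diaphorase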
Hsp70 activator: Hsp70 transcriptional activation, primary screen; HeLa Hsp70 promoter luciferase reporter, luminescence; scaled: vehicle 0, proteasome-inhibitor control 100%; activation, % at 10 µM; hit rate 0.04% among 200,000; AID 1203;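 active means activation above the mean across all tested compounds plus 3 SD, cutoff set per campaign, cut at about 5.5% in these data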;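 further: 100% = MG132 at 30 µM as the positive control and 0% = DMSO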
RAM network inh: inhibitors of the yeast RAM network; S. cerevisiae dse1pr::URA3 reporter, 5-FOA growth OD615, 2 d; analog-sensitive cbk1-as2 kinase mutant strain; hit rate 1.8% among 190,000; inhibition, % at 50 µM;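 active means inhibition above a set limit, 3 SD over mean compound inhibition, cut at about 8.4% in these data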;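 further: 0% = DMSO-only wells with no growth and 100% = 10 µM 1-NA-PP1 full growth; inhibition rescues growth on 5-FOA so higher OD means more RAM inhibition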
TNAP inh hi DEA: blocks human TNAP under high phosphate acceptor concentration | purified TNAP, CDP-star luminescence, 1 M DEA | inhibition, % at 20 µM | hit rate 0.03% among 200,000 | AID 1135;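 active means over 50% inhibition of tissue-nonspecific alkaline phosphatase at 20 µM in the single-dose screen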;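 further: plate controls were DMSO wells for no effect and EDTA-quenched wells as full inhibition for full effect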
PMI act: phosphomannose isomerase (human) activation. P34949. purified human PMI, coupled resazurin fluorescence, 20 min; hits give high values; 1 = vehicle control, 0 substrate-free wells. activation factor at 20 µM. hit rate 0.005% among 190,000;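 active means activation factor of 2 or more at 20 µM, relative to plate controls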
S1P3 antagonist: S1P3 (human) receptor antagonism; CHO S1P3 NFAT-BLA reporter, FRET fluorescence, antagonist mode; inhibition, % at 4.98 µM; hit rate 0.27% among 170,000; AID 485;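 active means inhibition above the plate cutoff, the mean inhibition of test wells on that plate plus 3 SD, cut at about 28% in these data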;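 further: cells challenged with S1P at its EC80 of 0.8 µM; blue over green emission ratio from cleaved BLA substrate after 4 h stimulation; 0% = S1P-stimulated wells and 100% = unstimulated DMSO-only wells; some compounds past the cut are filed as inactive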
Target sequence (Q99500 whole entry, looked up): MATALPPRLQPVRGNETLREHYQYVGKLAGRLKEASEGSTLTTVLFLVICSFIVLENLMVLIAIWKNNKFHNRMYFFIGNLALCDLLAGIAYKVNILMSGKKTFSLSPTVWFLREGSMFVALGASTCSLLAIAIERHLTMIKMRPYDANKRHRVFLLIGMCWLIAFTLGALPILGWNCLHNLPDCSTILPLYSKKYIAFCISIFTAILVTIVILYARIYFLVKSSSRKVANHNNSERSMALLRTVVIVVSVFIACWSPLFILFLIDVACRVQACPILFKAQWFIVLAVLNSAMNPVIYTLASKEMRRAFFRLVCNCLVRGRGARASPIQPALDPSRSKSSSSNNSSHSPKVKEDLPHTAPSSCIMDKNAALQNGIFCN
DTT redox prof: compounds producing H2O2 with reducing agent – biochemical, NIH compound library profiling, artefact control for MLSCN library redox annotation, primary screen; DTT-dependent redox cycling H2O2, phenol red/HRP absorbance; 100% = 100 µM peroxide control, 0% = buffer; activation, % at 10 µM; hit rate 0.03% among 200,000; AID 878;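 active means activation of at least 50% relative to the plate's high and low controls in the primary single-dose screen; inactive means activation below 50%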;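 further: compound incubated with DTT at 0.8 mM final as the reducing agent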
Lmaj promast: Leishmania major promastigote growth inhibition; hit rate 9% among 200,000; inhibition, % at 10 µM; Leishmania major promastigotes, resazurin fluorescence viability; in the data active means inhibition above about 50%;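 further: promastigotes grown with compound for 44 hours at 28 °C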
* hit, by the source's call; . = no result given.

SMILES	HMGR II inh	TNAP inh no acc	PMI act hi M6P	Hsp70 activator	RAM network inh	TNAP inh hi DEA	PMI act	S1P3 antagonist	DTT redox prof	Lmaj promast
COCCn1c(CN2CC(C)CC(C)C2)nc2c1c(=O)n(C)c(=O)n2C (stereo unspecified)	-6	1	1	1.0	1.3	0	0.9	-21	-1.3	-2
Clc1cccc2c1CCN(Cc1nc(-c3cnccn3)no1)C2	0	-1	1.1	-0.3	0.7	2	1.1	9	-2.3	12
O=C(CN1CCN(S(=O)(=O)c2cc(Cl)ccc2Cl)CC1)Nc1ccc2c(c1)OCCO2	1	-12	1.1	-0.2	0.7	0	1	-73	1.1	13
COc1ccc(OC)c(N(CC(=O)N2CCCC2)S(=O)(=O)c2ccc(OC)c(OC)c2)c1	-1	-12	1	-0.3	1.4	-4	0.9	1	0.5	1
Cc1ncc([N+](=O)[O-])n1CCOC(=O)Nc1ccc([N+](=O)[O-])cc1	-8	19	1	-0.4	3.4	-3	1	-1	0.4	-1
N#Cc1cn(Cc2ccncc2)c(=O)[nH]c1=O	-4	-11	1	-0.1	0.1	-6	1	-16	-0.3	10
Cc1ccc(S(=O)(=O)N2CCC(C(=O)N[C@@H](C)C(=O)Nc3ccc4c(c3)OCO4)CC2)cc1	-1	-3	0.8	-0.5	2.7	-9	1	7	4.4	-3
O=C(Cn1nc(-c2ccc(Cl)cc2)ccc1=O)NCCCN1CCN(Cc2ccccc2)CC1	-8	-6	1	-0.2	0.7	0	0.9	-10	0.2	-3
COc1ccc(OC)c(NC(=O)C2CCN(c3ncccn3)CC2)c1	-7	-13	1.1	-0.2	0.1	-8	1.1	12	2.2	-3
CCC(C)(C)n1nnnc1CN(Cc1ccc(Cl)cc1)Cc1ccco1	-5	3	0.8	-0.3	3.0	-4	0.8	0	-0.1	56*
O=C(NCCN1CCOCC1)c1cc(Sc2ccc(F)cc2F)nc2ccccc12	-2	-10	1.1	-0.1	-0.1	-4	1	6	-0.8	-1
Cc1onc(-c2ccccc2)c1C(=O)N/N=C/c1cc2c(cc1Cl)OCO2	-3	-5	0.9	-0.3	3.4	-7	0.9	4	-0.1	100*
CC(C)(C)NC(=O)C(=O)NNC(=O)c1ccccc1	-4	5	1	0.0	1.6	0	1	.	2.4	-3
COc1ccccc1/C=C/C(=O)NC(=S)Nc1ccc(S(=O)(=O)N(C)c2ccccc2)cc1	-3	2	1	-0.4	4.3	4	1	.	1.7	62*
CCOC(=O)N1CCN(C(=O)C(CC(C)C)NC(=O)C2CCCCC2)CC1 (stereo unspecified)	0	-1	1	-0.1	0.3	-4	1	.	-1.3	-6
COCCNC(=S)N(CCc1c(C)[nH]c2ccc(C)cc12)Cc1ccco1	0	-7	0.9	-0.1	1.9	-6	1	10	-1.1	20
CC(=O)Nc1nnc(-c2ccco2)o1	-2	11	1.1	-0.1	0.8	1	1.1	6	1.1	-7
COc1ccccc1NS(=O)(=O)c1ccc(S(=O)(=O)N2CCOCC2)cc1	-2	-7	0.9	-0.3	1.7	-5	0.9	6	-0.2	2
C=CCNC(=O)/C(C#N)=C/c1ccc(SC)cc1	-1	-13	1	-0.1	1.2	-2	1	0	-1.8	17
COc1cccc(-c2cc(C(=O)N3CCN(Cc4ccccc4)CC3)no2)c1	-2	-4	1	-0.3	1.2	-1	0.9	19	0.4	-4
COC(=O)C1=C(C)Nc2sc(C(N)=O)c(N)c2C1c1ccncc1 (stereo unspecified)	-1	-12	1	-0.3	-0.4	-4	1	-2	-0.1	-2
NCCCC(N)(C(=O)O)C(F)F (stereo unspecified)	-7	-8	1.2	-0.2	0.0	0	1.2	-6	-0.1	-5
Cc1ccc(-n2c(C)cc(C(=O)CSc3nncs3)c2C)cc1	-4	-6	1	0.2	5.1	-8	1	13	-1.4	7
Cc1c(Br)c(-c2n[nH]c(=S)n2Cc2ccco2)nn1C	-3	12	1.1	-0.4	0.4	-1	1.1	-9	-0.2	-6
CCOCCOC(=O)COc1ccc2c(-c3ccccc3)cc(=O)oc2c1	1	-19	1	-0.4	0.0	3	0.9	-7	-0.1	-7
Cc1cccc(N2CCN(C(c3ccc(N(C)C)cc3)c3nnnn3C(C)(C)C)CC2)c1C (stereo unspecified)	-4	-6	0.9	-0.4	1.0	-3	0.9	.	0.3	11
O=C(OCCOc1ccc(Br)cc1)c1cnccn1	-2	-6	1	-0.3	1.1	1	1	-6	-0.2	-6
NC(=O)c1sc2nc3c(c(-c4ccccc4)c2c1N)CCC3	1	-14	0.9	-0.2	1.6	-2	1	.	1.2	13
COc1cc(C(=O)NCc2nnc(SCC(=O)Nc3cccc(C)c3)o2)cc(OC)c1OC	-2	-24	1	-0.3	5.8	-8	1	.	-0.2	-1
COC(=O)CSc1nnc(-c2ccc(OC)c(OC)c2)o1	-2	-10	1.1	-0.1	1.4	-3	1.1	-14	-0.5	-1
Cc1ccccc1C(=O)N[C@H](C(=O)OCC(=O)c1ccc[nH]1)C(C)C	-6	-4	1	-0.3	-0.6	1	1	-18	0.3	-2
CC(Sc1ccc(Cl)cc1)C(=O)Nc1ccccc1C(=O)N1CCOCC1 (stereo unspecified)	0	-8	1.1	0.0	0.9	-2	1	.	0.8	-5
CC(C)(CO)N=Cc1c(O)[nH]c2ccccc12	4	3	0.9	-0.3	1.6	-1	1.1	.	-0.2	-6
COc1cc(C(=O)OCn2nnc3ccccc3c2=O)cc(OC)c1OC	3	-9	0.9	-0.1	0.8	0	0.9	.	1.3	-5
CCN(CC)S(=O)(=O)c1ccc(OCC(=O)NC2CCS(=O)(=O)C2)c([N+](=O)[O-])c1 (stereo unspecified)	0	-7	1	-0.1	1.4	-5	1.1	4	-2.4	0
COc1ccc(-c2cc(C(=O)NN)[nH]n2)cc1	-11	93*	1	-0.3	-0.4	8	0.8	2	0.7	0

Quoted at random: two entries already listed.
SMILES	HMGR II inh	TNAP inh no acc	PMI act hi M6P	Hsp70 activator	RAM network inh	TNAP inh hi DEA	PMI act	S1P3 antagonist	DTT redox prof	Lmaj promast
COc1cc(C(=O)NCc2nnc(SCC(=O)Nc3cccc(C)c3)o2)cc(OC)c1OC	-2	-24	1	-0.3	5.8	-8	1	.	-0.2	-1
Cc1cccc(N2CCN(C(c3ccc(N(C)C)cc3)c3nnnn3C(C)(C)C)CC2)c1C (stereo unspecified)	-4	-6	0.9	-0.4	1.0	-3	0.9	.	0.3	11

Continued:
SMILES	HMGR II inh	TNAP inh no acc	PMI act hi M6P	Hsp70 activator	RAM network inh	TNAP inh hi DEA	PMI act	S1P3 antagonist	DTT redox prof	Lmaj promast
CS(=O)(=O)NCCNc1ncc(C(F)(F)F)cc1Cl	0	-4	1	-0.2	0.1	-2	1	-7	-2.2	-7
COc1ccc(S(=O)(=O)N2CCCC2C(=O)Nc2nc3c(s2)CCCC3)cc1 (stereo unspecified)	-1	-5	1	-0.3	0.1	-3	0.9	30	2.6	90*
Cn1nc(-c2ccc(NCCO)c([N+](=O)[O-])c2)c2ccccc2c1=O	1	6	1	-0.4	3.2	12	1	1	-0.5	2
COc1ccc(-c2nc(=S)[nH][nH]2)cc1	-1	-13	0.9	-0.6	1.4	-10	0.6	-13	2.2	-4
Cc1ccc2nc3c(cc2c1)c(NC(=O)C1CCCO1)nn3CC(C)C (stereo unspecified)	-2	-17	0.9	0.2	7.1	-5	0.9	.	0.1	20
O=C(c1cccs1)N1CCCC1	-9	-11	1.1	-0.2	-0.6	-3	1.1	.	-2.0	-6
Cc1cc(C)c2cc(CN(CC3CCCO3)C(=O)NC3CCCCC3)c(=O)[nH]c2c1 (stereo unspecified)	.	.	.	-0.2	.	.	.	-38	0.8	41
CCn1nc(C)c(CNC(=O)CC2C(=O)NCCN2CC(C)C)c1C (stereo unspecified)	-2	-10	0.8	0.4	1.4	-5	0.9	-21	-0.2	-4
CN(CC(=O)Nc1ccc(S(=O)(=O)N2CCCC2)cc1)Cc1ccc(Cl)c(Cl)c1	1	-10	0.9	-0.1	-0.1	0	1	-2	0.2	92*
Cc1ccc(NC(=S)N2CCCC(O)C2)cc1 (stereo unspecified)	-2	-6	1	0.1	3.2	-7	1	-20	-4.1	-3
CCOc1ccccc1NC(=S)N1CCCc2ccccc21	-1	-9	1	-0.2	5.1	-3	0.7	0	-1.3	6
O=C(Cn1cnc2c(nnn2Cc2ccccc2)c1=O)N1CCCc2ccccc21	-12	-5	1.1	-0.4	4.9	2	1	-16	-1.1	-8
Cc1cc(C(=O)COC(=O)C2CCN(C(=O)c3ccc(Cl)cc3)CC2)c(C)n1CC1CCCO1 (stereo unspecified)	-2	-14	0.9	-0.1	0.9	-2	1.1	3	0.0	4
COc1ccccc1C/C(N)=N/OC(=O)COc1ccccc1C	-8	-4	1	-0.4	0.5	4	1	.	-10.0	-5
CCc1ccc(NC(=O)COc2ccc(Br)cn2)cc1	-7	-2	0.7	0.1	0.4	-4	1.1	-4	-1.0	2
CS(=O)(=O)N1CCN(c2ccc(C(=O)N3CCOCC3)cc2[N+](=O)[O-])CC1	-3	-5	1.1	-0.6	0.2	-2	1	2	0.4	-1
O=C(CSc1nnc(Nc2ccccc2)s1)Nc1cccnc1Cl	2	-2	0.9	-0.4	0.1	-2	1	-2	0.9	66*
Cc1ncc(S(=O)(=O)c2ccccc2)c(-c2ccccc2Cl)n1	0	5	1.1	-0.2	1.1	-2	1.1	.	0.1	2
COc1cc(OC)cc(C(=O)N[C@H](C(=O)OCC(N)=O)C(C)C)c1	0	-10	1	-0.4	0.1	-8	1	6	-0.6	-1
COc1cc(/C=N/NC(=O)c2nonc2N)cc(OC)c1OC	-1	-2	0.9	0.7	2.1	-4	1	-16	-1.6	-10
O=C(Nc1cccc([N+](=O)[O-])c1)c1ccc(CSc2ccccc2)cc1	1	-10	1.1	-0.1	5.8	-5	1	.	3.1	-5
CCO[C@H]1OC(C(=O)N2CCN(Cc3ccc4c(c3)OCO4)CC2)=C[C@@H](c2csc3ccccc23)[C@@H]1CCCO	-7	-4	0.9	-0.3	1.4	-5	0.8	-1	-0.5	74*
Cc1ccc(N2CCN(CC3CC=CCC3)CC2)cc1 (stereo unspecified)	-2	-18	1	0.3	1.8	-10	1	-30	0.4	97*
CCOC(=O)C1CCN(C(=S)Nc2ccc(C)cc2)CC1	-4	-5	1	-0.2	-0.6	0	1	8	-0.1	-6
N#Cc1c(NC(=O)c2ccccc2)sc2c1CCCCC2	-1	0	0.9	0.1	1.2	4	0.9	.	0.2	-1
COc1ccccc1-c1nnc(NC(=O)C(C)Sc2nncn2C)s1 (stereo unspecified)	-5	-3	1	0.2	1.6	-2	1	0	-1.9	-3
CCN(C#N)c1nc(NC(C)C)nc(NC(C)(C)C)n1	3	-1	0.9	0.0	0.0	-2	0.9	1	-0.3	1
Cc1noc(C)c1C(=O)NCc1cccs1	2	-10	1.1	0.2	2.1	-2	1	-9	2.5	-6
